hIAP inh – blocks human intestinal alkaline phosphatase. purified IAP, CDP-Star luminescence, 30 min. inhibition, % at 10 µM. 330,000 tested, 0.12% active. AID 2544;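 active means inhibition reaching a set limit with compound at 10 µM in the primary screen, cut at about 35% in these data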;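 further: plate controls were DMSO wells with enzyme for no effect and no-enzyme buffer wells for full effect; values of inactives mirror those of a sister screen read the other way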
hIAP activ – increases human intestinal alkaline phosphatase activity; P09923; AID 2524; activation factor at 10 µM; 330,000 tested, 0.16% active; purified human IAP, CDP-Star luminescence, 30 min; active compounds read high; 1 = vehicle-only enzyme, 0 = enzyme-free background;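 active means activation factor of the enzyme at least 2-fold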; further: the source names both 10 and 20 µM as test concentration; values of inactives mirror those of a sister screen read the other way
A3A deaminase – blocks human APOBEC3A ssDNA deamination; P31941; recombinant A3A, FAM/TAMRA ssDNA deamination fluorescence; inhibition, % at 20 µM; 330,000 tested, 0.41% active;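 active means at least 40% inhibition at 20 µM here, with at most 30% in a related deaminase screen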;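 further: plate controls were A3A with DMSO for no effect and wells lacking A3A enzyme for full effect; some results filed as inactive read as strong as hits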
Target sequence (P31941 whole entry, looked up): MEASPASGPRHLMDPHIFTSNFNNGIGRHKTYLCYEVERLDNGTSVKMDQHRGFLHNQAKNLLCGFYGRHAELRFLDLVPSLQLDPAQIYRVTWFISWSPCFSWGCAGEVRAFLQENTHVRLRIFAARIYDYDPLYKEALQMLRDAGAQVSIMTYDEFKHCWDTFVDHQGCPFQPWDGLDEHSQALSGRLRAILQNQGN
mIAP inh – mouse IAP inhibition | purified mouse IAP, CDP-Star luminescence, 30 min | AID 2806 | 330,000 tested, 0.2% active | inhibition, % at 10 µM;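 active means inhibition of at least 40% at 10 µM in the primary screen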;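 further: plate controls were DMSO with enzyme for no effect and no enzyme wells for full effect; values of inactives mirror those of a sister screen read the other way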
mIAP act – increases mouse intestinal alkaline phosphatase activity. 330,000 tested, 0.24% active. AID 2805. muIAP, CDP-Star luminescence, 30 min; active compounds read high; 1 = vehicle-only enzyme signal, 0 = enzyme-free wells. activation factor at 10 µM;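 active means activation factor of at least 2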; further: the source names both 10 and 20 µM as test concentration; values of inactives mirror those of a sister screen read the other way
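Assay system: mouse IAP enzyme / Compound: DMSO-dissolved test compounds / Timing: 30 min, room temperature / Measured by: luminescence from enzymatic CDP-Star hydrolysis / Control set: DMSO-only wells, enzyme-free buffer wells as negative control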
PfG6PD inh – PfG6PD (Plasmodium falciparum) enzyme inhibition; PfGluPho enzyme, NADPH resazurin-diaphorase fluorescence; inhibition, % at 20 µM; 350,000 tested, 0.78% active;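 active means inhibition reaching at least a set limit at 20 µM in the primary screen, cut at about 59% in these data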;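 further: 0% = DMSO wells with substrate and 100% = DMSO wells lacking glucose-6-phosphate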
HKDC1 inh – blocks human hexokinase HKDC1 activity. AID 493160. recombinant HKDC1, G6PDH/diaphorase resazurin coupled fluorescence. 340,000 tested, 0.16% active. inhibition, % at 20 µM. Q2TB90;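 active means inhibition above about 35% when tested at 20 µM, limit read from the data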;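 further: plate controls were DMSO wells with enzyme for no effect and DMSO wells lacking enzyme for full effect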
Target sequence (Q2TB90 whole entry, looked up): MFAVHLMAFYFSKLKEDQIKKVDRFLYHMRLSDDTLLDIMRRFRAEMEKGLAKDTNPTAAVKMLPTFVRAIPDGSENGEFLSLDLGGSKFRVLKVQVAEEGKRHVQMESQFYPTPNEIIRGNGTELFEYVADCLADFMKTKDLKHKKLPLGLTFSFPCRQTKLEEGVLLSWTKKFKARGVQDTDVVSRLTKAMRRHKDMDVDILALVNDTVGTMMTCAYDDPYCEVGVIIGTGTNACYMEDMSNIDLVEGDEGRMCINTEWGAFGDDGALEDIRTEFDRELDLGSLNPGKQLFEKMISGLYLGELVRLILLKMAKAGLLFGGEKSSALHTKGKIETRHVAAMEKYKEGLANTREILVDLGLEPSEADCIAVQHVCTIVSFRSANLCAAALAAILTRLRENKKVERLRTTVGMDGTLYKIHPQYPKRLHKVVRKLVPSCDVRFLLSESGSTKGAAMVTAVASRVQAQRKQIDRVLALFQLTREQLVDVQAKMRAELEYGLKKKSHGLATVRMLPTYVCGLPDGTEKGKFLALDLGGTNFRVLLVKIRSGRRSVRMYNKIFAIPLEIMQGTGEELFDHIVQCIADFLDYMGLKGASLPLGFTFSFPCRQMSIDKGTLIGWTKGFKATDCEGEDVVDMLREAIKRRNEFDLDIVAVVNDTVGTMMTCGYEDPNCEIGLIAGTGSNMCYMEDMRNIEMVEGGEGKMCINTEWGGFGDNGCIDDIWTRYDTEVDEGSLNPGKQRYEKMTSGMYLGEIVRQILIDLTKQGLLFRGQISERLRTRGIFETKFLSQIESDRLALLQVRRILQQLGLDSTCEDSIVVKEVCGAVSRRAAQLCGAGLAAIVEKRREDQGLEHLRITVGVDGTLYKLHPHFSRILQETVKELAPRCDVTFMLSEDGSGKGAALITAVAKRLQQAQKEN
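Material – in-house recombinant HK5 (HKDC1) enzyme · Quantity – HKDC1 at 5 µg/mL · Buffer or medium – pH 8.0 Tris buffer with 10 mM MgCl2 · Reagent – glucose with 1 mM ATP · Dosing – single 20 µM dose · Times – reaction time 90 min, room temperature, protected from light · Technique – resorufin fluorescence at 613 nm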
ATG4B inh – ATG4B (human) cysteine protease inhibition; Q9Y4P1; ATG4B cleavage of LC3-PLA2, NBD-HPC fluorescence, 1 h; inhibition, % at 8.33 µM; 340,000 tested, 0.51% active; AID 504462; in the data active means inhibition above about 40%
Starred values were filed as active, the others as inactive; nt = not tested or not shown.

SMILES	hIAP inh	hIAP activ	A3A deaminase	mIAP inh	mIAP act	PfG6PD inh	HKDC1 inh	ATG4B inh
CC1(C)C2CC=C(/C=N/NC(=S)Nc3cccnc3)C1C2 (stereo not given)	-27	1.3	-2	0	1	4	1	-7
Cn1c(CNC(=O)c2ccco2)nnc1SCC(=O)N1CCN(c2ccccc2)CC1	-5	1	-3	6	0.94	-8	-5	-5
COc1ccccc1NC(=O)C(C/C=C(\C)Cl)C(C)=O (stereo not given)	-7	1.1	-2	5	0.95	9	16	5
Cc1nonc1CC(=O)NC1CCCc2c1cnn2-c1ccc(F)cc1F (stereo not given)	-23	1.2	-2	1	0.99	5	-2	-5
O=C(CSc1nc2ccccc2[nH]1)N/N=C/C=C/c1ccccc1[N+](=O)[O-]	-15	1.1	2	28	0.72	-2	-11	3
C=CCN(CC=C)CCOc1ccc2ccccc2c1	-8	1.1	2	-10	1.1	0	1	4
O=C(O)c1ccccc1-c1ccccc1C(=O)Nc1ccccc1-c1ccccc1	-8	1.1	-2	-3	1	6	-3	6
O=C(O)Cc1cn(Cc2ccc(F)cc2)c2ccccc12	-4	1	-1	10	0.9	-46	9	15
CN(CCOCCOc1ccc(F)cc1)Cc1ccccc1	27	0.73	-1	4	0.96	-22	-9	-3
Cc1ccc(OCCCC(=O)Nc2cc(S(=O)(=O)N3CCOCC3)ccc2N2CCOCC2)cc1	-5	1.1	15	0	1	3	2	-8
NC(=O)CC(NC(=O)Cc1cccc2ccccc12)c1ccc(N2CCCCCCC2)c([N+](=O)[O-])c1 (stereo not given)	9	0.91	-5	14	0.86	8	4	3
CCCCOc1ccc(Cc2n[nH]c(=S)n2N)cc1	1	0.99	0	3	0.97	61*	0	11
Cc1cccn2c(CNCC3OCCc4ccccc43)c(C(=O)N3CCCCC3)nc12 (stereo not given)	-13	1.1	-3	10	0.9	0	-13	-6
CCOc1ccccc1NC(=O)CCSc1nc2n[nH]c(C)c2c(=N)n1-c1ccccc1Cl	-40	1.4	-1	-6	1.1	-7	-2	-7
CC(=O)Nc1ccc(-n2nnnc2SCC(=O)NCc2cccs2)cc1	7	0.93	1	10	0.9	1	-11	-2
O=S(=O)(c1ccccc1)N1CCN(c2nc3ccccc3s2)CC1	-2	1	-1	-9	1.1	-7	-4	-2
Cc1nn2c(NCCOCCO)c3c(nc2c1-c1ccccc1)CCCC3	21	0.79	0	2	0.98	1	-11	-11
CCOc1ccc(C(=O)Nc2ccncc2)cc1	-7	1.1	-8	0	1	-11	-8	4
OC1C2(Cc3ccccc3)CN3CCN(C2)CC1(Cc1ccccc1)C3 (stereo not given)	17	0.83	1	9	0.91	1	-7	2
Cc1ccccc1S(=O)(=O)NNC(=O)C(=O)NNc1ccccn1	-210	3.1*	1	9	0.91	-28	-21	-13
N#CCCN(C(=O)COC(=O)CSc1ccc(Cl)cc1)c1ccccc1	-12	1.1	0	-7	1.1	11	-2	-7
CCCN1C(=O)c2ccccc2NC1c1ccc(OC)cc1O (stereo not given)	-15	1.2	-20	0	1	-3	-6	7
O=C(O)COc1cccc2ccccc12	11	0.89	-3	11	0.89	5	-3	-2
CNc1nc(-c2ccc3c(c2)CCN3C(=O)c2ccccc2C)cs1	15	0.85	-4	10	0.9	14	-24	6
Cc1ccc(CN2CCN(C(=O)c3ccco3)CC2)cc1	-33	1.3	2	-10	1.1	-15	-12	-9

A portion of the results above, for reference:
SMILES	hIAP inh	hIAP activ	A3A deaminase	mIAP inh	mIAP act	PfG6PD inh	HKDC1 inh	ATG4B inh
CC1(C)C2CC=C(/C=N/NC(=S)Nc3cccnc3)C1C2 (stereo not given)	-27	1.3	-2	0	1	4	1	-7
Cn1c(CNC(=O)c2ccco2)nnc1SCC(=O)N1CCN(c2ccccc2)CC1	-5	1	-3	6	0.94	-8	-5	-5
COc1ccccc1NC(=O)C(C/C=C(\C)Cl)C(C)=O (stereo not given)	-7	1.1	-2	5	0.95	9	16	5
Cc1nonc1CC(=O)NC1CCCc2c1cnn2-c1ccc(F)cc1F (stereo not given)	-23	1.2	-2	1	0.99	5	-2	-5
O=C(CSc1nc2ccccc2[nH]1)N/N=C/C=C/c1ccccc1[N+](=O)[O-]	-15	1.1	2	28	0.72	-2	-11	3
C=CCN(CC=C)CCOc1ccc2ccccc2c1	-8	1.1	2	-10	1.1	0	1	4
O=C(O)c1ccccc1-c1ccccc1C(=O)Nc1ccccc1-c1ccccc1	-8	1.1	-2	-3	1	6	-3	6
O=C(O)Cc1cn(Cc2ccc(F)cc2)c2ccccc12	-4	1	-1	10	0.9	-46	9	15
CN(CCOCCOc1ccc(F)cc1)Cc1ccccc1	27	0.73	-1	4	0.96	-22	-9	-3
Cc1ccc(OCCCC(=O)Nc2cc(S(=O)(=O)N3CCOCC3)ccc2N2CCOCC2)cc1	-5	1.1	15	0	1	3	2	-8
NC(=O)CC(NC(=O)Cc1cccc2ccccc12)c1ccc(N2CCCCCCC2)c([N+](=O)[O-])c1 (stereo not given)	9	0.91	-5	14	0.86	8	4	3
CCCCOc1ccc(Cc2n[nH]c(=S)n2N)cc1	1	0.99	0	3	0.97	61*	0	11
Cc1cccn2c(CNCC3OCCc4ccccc43)c(C(=O)N3CCCCC3)nc12 (stereo not given)	-13	1.1	-3	10	0.9	0	-13	-6
CCOc1ccccc1NC(=O)CCSc1nc2n[nH]c(C)c2c(=N)n1-c1ccccc1Cl	-40	1.4	-1	-6	1.1	-7	-2	-7
CC(=O)Nc1ccc(-n2nnnc2SCC(=O)NCc2cccs2)cc1	7	0.93	1	10	0.9	1	-11	-2
O=S(=O)(c1ccccc1)N1CCN(c2nc3ccccc3s2)CC1	-2	1	-1	-9	1.1	-7	-4	-2
Cc1nn2c(NCCOCCO)c3c(nc2c1-c1ccccc1)CCCC3	21	0.79	0	2	0.98	1	-11	-11

More results follow:
SMILES	hIAP inh	hIAP activ	A3A deaminase	mIAP inh	mIAP act	PfG6PD inh	HKDC1 inh	ATG4B inh
COc1ccc(N(CC(=O)N/N=C/c2cc3ccc(OC)cc3nc2Cl)S(=O)(=O)c2ccccc2)cc1	6	0.94	0	0	1	nt	nt	nt
O=C(Cn1nnc(-c2ccccc2)n1)NC1CCS(=O)(=O)C1 (stereo not given)	6	0.94	7	-4	1	8	-8	4
Cc1ccccc1NC(=O)Cn1c(C)nc2ccc(N)cc2c1=O	8	0.92	-9	6	0.94	16	6	0
O=C(COc1nncc2ccccc12)Nc1ccc(F)c(F)c1	13	0.87	0	1	0.99	12	-12	14
C=C(C)CSc1nnc(CCNC(=O)OC(C)(C)C)o1	-10	1.1	-10	0	1	-4	-10	-3
COc1ccc2oc(C(=O)Nc3nnc(C)s3)c(C)c2c1	-2	1	2	11	0.89	-7	-3	-5
COc1ccccc1Oc1ccc(S(=O)(=O)N2CCCC2)cc1	-3	1	1	5	0.95	-15	14	13
NC(=O)C1CCN(c2nnnn2-c2ccccc2)CC1	10	0.9	-6	-11	1.1	-12	-1	1
COc1ccc(-c2cnc3ccccc3n2)cc1NC(=O)CNC(=O)c1ccccc1	-10	1.1	-2	4	0.96	2	0	3
CCC(=O)OC1(C)C(=O)C=C2C=C(CCCC(=O)OC)OC=C2C1=O (stereo not given)	18	0.82	4	16	0.84	19	15	10
Cc1c(NC(=O)C2CCCN2C(=O)c2cccs2)c(=O)n(-c2ccccc2)n1C (stereo not given)	11	0.89	-2	1	0.99	2	-4	1
COc1cc(N)ccc1NC(=O)c1cc2ccccc2o1	-26	1.3	-6	-12	1.1	24	1	-6
CN(C(=O)CCn1c(=S)oc2ccccc21)C1CCCCC1	-17	1.2	3	-7	1.1	8	-4	-4
CCn1c(=O)c2c(nc3n2CC(C)CN3CCc2ccccc2)n(C)c1=O (stereo not given)	-1	1	-2	-3	1	15	2	-11
Cc1ccc(Nc2nc(C(=O)N3CCC(C(=O)NCc4ccccc4)CC3)cs2)cc1	-8	1.1	-2	-15	1.1	2	-4	4
Cc1nc(SCC(N)=O)c([N+](=O)[O-])[nH]1	-13	1.1	3	6	0.94	-15	-1	1
Cn1c(=O)c(C(=O)NCC2CCCO2)c(O)c2ccccc21 (stereo not given)	-9	1.1	-13	-1	1	-2	-3	-2
O=C1Cn2c(nc3ccccc32)-c2ccccc2N1	-14	1.1	-3	-13	1.1	-7	-5	4
Cc1cc(C)nc(SCc2nnc(SCC(N)=O)n2Cc2ccco2)n1	4	0.95	1	8	0.92	-1	0	-3
CN=C(Nc1cc(Cl)ccc1Cl)SC1CC(=O)N(c2ccc(C(=O)OC)cc2)C1=O (stereo not given)	7	0.93	7	2	0.98	14	5	-29
CC(Oc1ccc2c(=O)c(-c3ccc(Cl)cc3)c(C(F)(F)F)oc2c1)C(=O)O (stereo not given)	-20	1.2	-6	-7	1.1	-16	-1	-4
COc1ccc(C(=O)c2ccc(OC)c(Br)c2)cc1Br	-1	1	7	4	0.96	-3	3	23
COc1ccc(CO[C@@H]2O[C@H](CO)[C@@H](O)[C@H](O)[C@H]2NC(C)=O)cc1OC	-3	1	-2	-4	1	-7	-1	4
CCCCC(=O)N/N=C(\C)CC(=O)Nc1ccccc1Br	-3	1	4	13	0.87	-24	0	5
C/C(CC(O)c1ccc2ccccc2n1)=N/O (stereo not given)	-84	1.8	0	6	0.94	6	-11	7

Further entries
SMILES	hIAP inh	hIAP activ	A3A deaminase	mIAP inh	mIAP act	PfG6PD inh	HKDC1 inh	ATG4B inh
O=C(Nc1cccc(S(=O)(=O)N2CCCCC2)c1)c1ccc(Cl)nc1	11	0.89	2	-6	1.1	14	-3	-7
CC(C)(C)C1CCc2nc(NC(=O)Cc3cn4ccsc4n3)sc2C1 (stereo not given)	-33	1.3	2	-3	1	10	0	7
Cc1cccc(-c2nc3ccc(C(=O)NCCN4CCN(C)CC4)cc3nc2-c2cccc(C)c2)c1	17	0.83	-4	12	0.88	-2	-2	8
CCN(CC(=O)Nc1ccc(NC(C)=O)cc1)c1ccc(C(F)(F)F)cn1	-19	1.2	-2	-18	1.2	-10	-10	5
Cc1ccc(SCCNS(=O)(=O)c2ccc3c(c2)OCCO3)cc1	5	0.95	-2	-1	1	17	1	-14
Cc1cccn2c(=O)c3cc(C(=O)NC4CCCC4)c(=N)n(C4CCCCC4)c3nc12	36*	0.64	5	-8	1.1	56	-25	21
CCCCN(C(=O)c1c(C)noc1C)c1c(N)n(CCCC)c(=O)[nH]c1=O	-13	1.1	0	10	0.9	4	-2	-5
COc1cc(C(=O)OCC(=O)NC2CCCCC2)cc(OC)c1OC	-4	1	-3	-5	1.1	-14	4	4
NC(=O)c1c(NC(=O)CSc2nnc(-c3ccco3)n2N)sc2c1CCCC2	10	0.9	5	36	0.64	8	6	2
Cc1ccccc1C(=O)NC(=S)NCC1CCCO1 (stereo not given)	-21	1.2	-1	-12	1.1	-10	-5	9
NC(=O)c1ccccc1NC(=O)N1CCOCC1	0	1	-5	4	0.95	-7	-4	2
CC(=O)OCC1=C(C(=O)O)N2C(=O)C(NC(=O)c3ccc(COc4c(C)cccc4Cl)o3)C2SC1 (stereo not given)	8	0.92	14	8	0.92	-2	-1	24
CC(=O)Oc1ccc(C(=O)Nc2cccc(-c3nnc(-c4ccco4)o3)c2)cc1	2	0.97	-6	-1	1	7	1	-2
CCOc1ccccc1N1C(=O)CN(Cc2ccc(OC)c(OC)c2)C1=S	5	0.95	-3	-1	1	-3	2	-8
Cc1cc(C)n(-c2ncnc3sc(C)c(C)c23)n1	-13	1.1	-3	-1	1	-12	-5	-5

Hits appear at their usual frequency. Share with any hit: about 2.4%.
